Apaf-1 inh = inhibitors of human Apaf-1 apoptosome; O14727; reconstituted apoptosome caspase-3 activity, DEVD-Rh110 fluorescence; inhibition, % at 20 µM; hit rate 0.71% among 330,000; AID 489030; active means inhibition of at least 40% at 20 µM;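 further: plate controls were DMSO wells for no effect and DEVD-CHO caspase inhibitor wells for full effect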
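Material: reconstituted apoptosome with Apaf-1, cytochrome c, caspase-9, procaspase-3, dATP / Buffer or medium: pH 7.5 Hepes buffer with CHAPS, BSA, DTT / Also added: cytochrome c with DEVD-Rh110 / Schedule: compound with Apaf-1, dATP, procaspase-3 30 min, then 50 min reaction, room temperature / Technique: rhodamine 110 fluorescence at Ex 480/Em 540 nm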
PfGluPho inh = PfG6PD (Plasmodium falciparum) enzyme inhibition; PfGluPho enzyme, NADPH resazurin-diaphorase fluorescence; inhibition, % at 20 µM; hit rate 0.78% among 350,000; AID 504690;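 active means inhibition reaching at least a set limit at 20 µM in the primary screen, cut at about 59% in these data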;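 further: 0% = DMSO wells with substrate and 100% = DMSO wells lacking glucose-6-phosphate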
SENP8 block-1 = inhibitors of human SENP8 protease. inhibition, % at 20 µM. hit rate 0.64% among 360,000. recombinant SENP8, Nedd8 substrate fluorescence. Q96LD8. AID 602440; in the data active means inhibition mostly above about 40%, no sharp cut-off; inactive means mostly below about 27%
Target sequence (Q96LD8 whole entry, looked up): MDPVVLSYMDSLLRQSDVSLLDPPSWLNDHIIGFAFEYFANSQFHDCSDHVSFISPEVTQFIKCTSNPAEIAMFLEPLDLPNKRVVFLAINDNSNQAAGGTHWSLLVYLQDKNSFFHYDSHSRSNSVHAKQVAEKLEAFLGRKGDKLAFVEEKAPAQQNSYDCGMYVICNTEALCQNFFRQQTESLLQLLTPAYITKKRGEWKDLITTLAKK
SENP6 inh = SENP6 protease inhibition; Recombinant SENP6 catalytic domain, aminoluciferin luminescence; inhibition, % at 10 µM; hit rate 1.8% among 330,000;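 active means inhibition above about 50% at the single tested dose, limit read from the data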;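 further: plate controls were DMSO wells with enzyme for no effect and DMSO wells lacking enzyme for full effect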
Target sequence (Q9GZR1 628-1112 limits assumed): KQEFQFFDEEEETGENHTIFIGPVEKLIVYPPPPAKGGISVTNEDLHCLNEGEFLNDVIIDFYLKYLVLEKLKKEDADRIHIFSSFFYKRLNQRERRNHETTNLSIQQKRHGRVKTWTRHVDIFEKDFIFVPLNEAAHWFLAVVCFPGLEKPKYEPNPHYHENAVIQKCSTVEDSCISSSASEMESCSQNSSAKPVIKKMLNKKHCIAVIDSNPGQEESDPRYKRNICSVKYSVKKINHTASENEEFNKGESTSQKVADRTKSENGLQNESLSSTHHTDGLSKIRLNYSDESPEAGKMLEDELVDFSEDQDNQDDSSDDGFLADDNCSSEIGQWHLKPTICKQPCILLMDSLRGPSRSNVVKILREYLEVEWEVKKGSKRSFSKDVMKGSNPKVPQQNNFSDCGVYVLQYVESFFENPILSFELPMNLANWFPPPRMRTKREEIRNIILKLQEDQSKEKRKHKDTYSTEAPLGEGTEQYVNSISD
SENP1 inh = blocks the human SENP1 SUMO protease catalytic domain; Q9P0U3; recombinant SENP1 catalytic domain, CyPet-SUMO1-YPet FRET cleavage; inhibition, % at 10 µM; hit rate 0.21% among 360,000;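 active means inhibition at least 30% at 10 µM, raw YFP signal under a set limit, fluorescence ratio 0.5 to 1.5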;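 further: 0% = enzyme with DMSO and 100% = no enzyme wells; some results filed as inactive read as strong as hits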
Target sequence (Q9P0U3 419-644 limits assumed): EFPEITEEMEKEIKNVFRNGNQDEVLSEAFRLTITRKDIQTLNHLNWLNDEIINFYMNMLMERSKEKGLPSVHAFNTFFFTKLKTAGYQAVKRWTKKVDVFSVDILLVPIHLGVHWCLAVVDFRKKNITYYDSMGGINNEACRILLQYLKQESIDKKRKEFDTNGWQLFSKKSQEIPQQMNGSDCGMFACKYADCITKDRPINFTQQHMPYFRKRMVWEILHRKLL
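Compound: 10 µM single point, 0.5% DMSO; Test system: hSENP1 catalytic domain, recombinant; Timing: 50 min reaction at room temperature; Technique: FRET, CFP and YFP emission; Control set: no-enzyme wells low, DMSO-plus-enzyme wells high control.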
HKDC1 inh = HKDC1 (human) hexokinase inhibition. Q2TB90. recombinant HKDC1, G6PDH/diaphorase resazurin coupled fluorescence. inhibition, % at 20 µM. hit rate 0.16% among 340,000;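 active means inhibition above about 35% when tested at 20 µM, limit read from the data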;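 further: plate controls were DMSO wells with enzyme for no effect and DMSO wells lacking enzyme for full effect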
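Assay system – recombinant HKDC1 (HK5) hexokinase enzyme, produced in-house · Input – HKDC1 at 5 µg/mL · Reagent – glucose plus 1 mM ATP as hexokinase substrates · Timing – 90 min reaction incubation at room temperature, dark · Measured by – G6PDH/diaphorase-coupled fluorescence, 1 mM NADP, 100 µM resazurin, 525/613 nm · Benchmarks – DMSO-enzyme wells negative, buffer-substituted wells positive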
SENP7 inh = blocks the human protease SENP7. recombinant SENP7, Z-RLRGG-aminoluciferin luminescence, 40 min. inhibition, % at 5 µM. hit rate 1.5% among 330,000. AID 434973;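 active means inhibition above about 50% at the single test dose, limit read from the data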;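 further: plate controls were DMSO with enzyme for no effect and no enzyme buffer wells for full effect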
SENP8 block-2 = SENP8 protease inhibition | Q96LD8 | purified SENP8, Z-RLRGG-aminoluciferin cleavage, luminescence | inhibition, % at 10 µM | hit rate 1.2% among 330,000 | AID 2540; in the data active means inhibition above about 50%
Starred values were filed as active, the others as inactive; x = not tested or not shown.

SMILES	Apaf-1 inh	PfGluPho inh	SENP8 block-1	SENP6 inh	SENP1 inh	HKDC1 inh	SENP7 inh	SENP8 block-2
CCC1Oc2ccc(Cl)cc2N(CC(=O)O)C1=O (stereo not drawn)	-5	-6	7	-1	1	2	-10	-13
Cc1cccn2cc(CCNS(=O)(=O)c3ccc4c(c3)OCCO4)nc12	0	-7	3	-4	1	-4	8	-4
CCOC(=O)N1CCC(NCCNC(=O)c2ccc(Cl)cc2)CC1	13	-14	5	10	1	-3	13	5
CC(C)c1nc2sc3c(SCCN(C)C)ncnc3c2c2c1CCC2	x	19	12	x	-4	6	x	x
COc1cc(C(=O)N2CCC(N3CCCCCC3)CC2)cc(OC)c1OC	3	-8	10	-15	-1	3	12	-7
S=C(NCCc1ccccn1)Nc1ccccc1Cl	-8	-10	14	-3	0	-7	3	1
CCOc1ccc(N(CC(=O)NCc2ccccc2C)S(C)(=O)=O)cc1	7	-1	14	-19	2	-7	5	-16
COC(=O)CN=C1OC(=O)N2C(=O)C3=C4[C@@H](C[C@H]5C(=O)N(c6ccccc6)C(=O)[C@H]5[C@H]4[C@@]12Cc1ccccc1)[C@H]1C(=O)N(c2ccccc2)C(=O)[C@H]1[C@H]3C	16	-7	1	-4	11	5	3	-5
Cc1cccc(NC(=O)CSc2ccc(C(N)=O)cc2[N+](=O)[O-])c1C	7	-10	5	-21	-1	-8	6	-6
CSc1ccccc1NC(=O)c1csc(C)c1	9	3	11	-6	0	-3	-8	0
COc1ccccc1NCN1C(=O)CCC1=O	10	15	8	8	2	6	4	-3
CC(C)(O)CCc1c(-c2ccc(O)cc2O)oc2c3c(cc(O)c2c1=O)OC(C)(C)C=C3	1	12	4	-16	-2	-1	-3	-12
COc1ccc(NC(=O)Cn2c(CCC(=O)O)ccc2-c2ccc(C)cc2)cc1	6	-3	-150	-27	-5	9	1	-7
COc1ccc(C2(CNC(=O)CCC(=O)O)CCCC2)cc1OC	-2	-7	5	-6	1	-8	-9	-12
Cc1ccc(OCC(=O)Nc2ccc3c(c2)ncn3C)cc1	x	-8	2	x	-1	-3	x	x
C/C=C/c1ccc(OCC(O)CN2CCCCC2CC)c(OC)c1 (stereo not drawn)	-1	-5	35	7	4	1	-3	2
COc1ccc(/C=N/NC(=O)c2ccn[nH]2)cc1CSc1ccccn1	1	14	10	7	2	3	-1	1
COCCCN1C(=O)c2ccc(C(=O)OCC(=O)NCc3ccccc3OC)cc2C1=O	-10	6	11	3	-1	-2	-4	0
CCN(CC)S(=O)(=O)c1cc(NC(=O)CN2C(=O)NC(C)(c3ccccc3)C2=O)ccc1C (stereo not drawn)	15	-15	-1	-10	-2	1	6	0
CCOc1ccccc1C=C1SC(=S)N(CC)C1=O	x	-7	36*	x	-7	6	x	x
COc1ccc(S(=O)(=O)NCCc2cn3nc(C)c(C)nc3n2)cc1	-2	-7	-348	2	-78	-7	-1	9
CC1CC(C)CN(C(=O)c2cccc(S(=O)(=O)Nc3cc(C(F)(F)F)ccc3Cl)c2)C1 (stereo not drawn)	15	-20	-1	13	4	1	1	3
CCOc1ccc(S(=O)(=O)NCc2cccnc2)cc1NC(=O)c1ccccc1F	4	4	16	-1	-1	-7	1	5
O=C(OCc1cc(=O)n2cc(Br)ccc2n1)C1COc2ccccc2O1 (stereo not drawn)	1	-7	-75	-19	-2	0	2	1
CCCN1C(=O)SC(CC(=O)Nc2ccc(C)cc2)C1=O (stereo not drawn)	-4	-9	13	8	1	-7	-1	3
Other entries.
SMILES	Apaf-1 inh	PfGluPho inh	SENP8 block-1	SENP6 inh	SENP1 inh	HKDC1 inh	SENP7 inh	SENP8 block-2
O=S(=O)(c1ccc(-c2ccccn2)s1)N1CCC2(CC1)OCCO2	-3	-13	2	-30	0	0	-7	-6
COc1ccc(S(=O)(=O)NC(C)CCc2ccccc2)cc1 (stereo not drawn)	12	-13	18	7	-2	6	1	4
Cc1nc(NC(=O)/C=C/c2ccccc2)sc1C(=O)Nc1ccccc1	18	15	-106	0	0	-6	12	7
CCCCc1nc(SCCOC)c2c(=O)n(C)c(=O)n(C)c2n1	2	5	12	-4	0	-2	0	-18
Cc1c(NC(=O)c2ccc3c(c2)OCO3)cccc1-c1nc2ncccc2o1	15	6	13	-11	0	4	14	-15
CC(NCC1COc2ccccc2O1)C(=O)NCc1ccccc1 (stereo not drawn)	-11	-22	3	-9	2	5	2	5
COc1ccc(Cl)cc1C=CC=NNC(=O)c1ccncc1	x	2	-95	x	3	4	x	x
CCc1ccc(CNC(=O)CN2C(=O)COc3ccccc32)cc1	-15	-13	24	-15	1	-2	5	-3
Cc1ccc(C2CC2/C(=N/O)c2ccc(F)cc2)cc1 (stereo not drawn)	16	6	10	-1	0	1	-5	-13
Cc1ccc(N(CC(=O)NC2CC3CCC2C3)S(C)(=O)=O)cc1C (stereo not drawn)	10	3	5	10	1	-2	7	8
c1ccc2[nH]c(NCc3ccc4c(c3)OCO4)nc2c1	1	-2	8	16	-1	-10	1	-5
O=C(NN1CCN(Cc2ccccc2Cl)CC1)c1ccc(Cl)cc1	-4	-7	4	-23	1	-12	-8	-3
COC(=O)c1cc(NC(=O)c2c(-c3c(Cl)cccc3Cl)noc2C)ccc1N1CCOCC1	-13	-3	-286	-6	-8	1	-11	3
CSc1ncccc1C(=O)NC(C)C1CC2CCC1C2 (stereo not drawn)	-12	2	10	0	2	3	1	-5
O=C(c1ccc([N+](=O)[O-])o1)N1CCN(c2nc3ccc(F)cc3s2)CC1	4	4	12	12	1	-1	4	15
COC(=O)N1[C@H](Cc2ccccc2)C=C[C@]1(C)C(=O)NCc1ccccn1	5	-10	10	-11	2	6	5	1
Cc1ccc(NC(=O)CN2C(=O)C3CCCCN3C(=O)c3ccccc32)cc1 (stereo not drawn)	1	-4	19	-18	1	-5	5	4
NS(=O)(=O)c1cccc(NC(=O)CN2C(=O)C(=O)N(Cc3ccccc3)C2=O)c1	-3	-5	18	11	0	-2	4	0
O=C(NNC(=O)[C@H]1CC=CC[C@H]1C(=O)O)c1ccc(Cl)cc1Cl	-4	16	5	10	0	-3	2	-2
O=C(CN1CCOCC1)Nc1cccc(C(=O)Nc2cccc(C(F)(F)F)c2)c1	15	-4	14	-7	1	-1	-9	-3
O=C(COC(=O)c1ccco1)Nc1cccc(S(=O)(=O)N2CCCCC2)c1	10	1	2	-15	3	-1	-13	-3
O=C(CCSCCc1ccccn1)Nc1ccc(Cl)cn1	-3	12	14	-1	3	-7	9	3
CCC(=O)Nc1nonc1-c1nc2ccccc2n1CC(C)C	10	-11	-438	-4	-3	-7	-4	0
Cc1ccc(S(=O)(=O)N2CCOCC2)cc1C(=O)NCc1ccc(F)cc1	-23	13	0	16	-2	-1	8	0
O=C(NCc1ccco1)C(=O)c1cn(CC(=O)N2CCCC2)c2ccccc12	0	15	9	-30	2	-6	-7	0

Compound profiles, from the list above. Screens in order: Apaf-1 inh	PfGluPho inh	SENP8 block-1	SENP6 inh	SENP1 inh	HKDC1 inh	SENP7 inh	SENP8 block-2
COc1ccc(S(=O)(=O)NCCc2cn3nc(C)c(C)nc3n2)cc1 as listed: -2	-7	-348	2	-78	-7	-1	9
CSc1ccccc1NC(=O)c1csc(C)c1 as listed: 9	3	11	-6	0	-3	-8	0

Next section.
SMILES	Apaf-1 inh	PfGluPho inh	SENP8 block-1	SENP6 inh	SENP1 inh	HKDC1 inh	SENP7 inh	SENP8 block-2
CCN(CC)c1ccc(NC(=O)CCS(=O)(=O)c2ccc(Br)cc2)c(C)c1	-136	12	8	6	4	1	-4	8
CC(=O)Nc1ccc(NC(=O)Oc2ccccc2)cc1	-14	2	-49	-12	2	-5	5	-1
COc1cc(NC(=O)CCC(=O)O)nc(OC)n1	-13	2	7	-10	-2	-8	3	-1
Cc1nn(-c2nnc(NCc3ccccc3)nn2)c(C)c1Br	17	20	27	22	2	4	9	2
O=C(CN1C(=O)C2CC=CCC2C1=O)Nc1nccs1 (stereo not drawn)	-10	-9	6	-8	2	-3	1	3
CCOC(=O)c1c(NC(=O)c2ccc(S(=O)(=O)N(C)CC3CCCO3)cc2)sc2c1CC(C)(C)NC2(C)C (stereo not drawn)	10	-4	-106	-15	-5	0	-6	-2
COc1ccc(CCN2Cc3c(cccc3[N+](=O)[O-])C2=O)cc1OC	3	-5	4	-6	1	-2	8	2
Cc1ccnc(SCCn2c(N3CC(C)OC(C)C3)nc3c2c(=O)n(C)c(=O)n3C)n1 (stereo not drawn)	-12	-5	12	-8	0	-1	7	4
Cc1cccc(NC(=S)N(CCN(C)C)Cc2cccs2)c1	1	-9	9	13	-2	0	4	3
Cc1ccc(N/C=C/C(=O)c2cccs2)cc1C	14	32	-143	88*	-24	-5	83*	85*
CCCCN(Cc1ccco1)C(=O)c1cc2c(=O)[nH]c3ccc(C)cc3c2s1	23	21	-377	-6	1	2	11	-6
CC1(C)Cc2c(sc3[nH]c(=S)[nH]c(=O)c23)CO1	-6	-13	-12	-2	-6	-9	3	1
CCOc1ccc2nc(NS(C)(=O)=O)sc2c1	4	-6	0	-20	-4	11	-16	-10
CSc1ccccc1C(=O)NC1CCCC1	-4	-14	0	-14	6	-9	-11	-5
O=C(COC(=O)CCSc1ccc(F)cc1)NCc1ccc(F)cc1	5	-6	4	-20	5	-2	-1	-1
Cc1ccc(C(=O)N2CCc3ccccc3C2)cc1S(=O)(=O)N1CCOCC1	16	-4	2	14	3	-2	-9	6
Cc1ccccc1OCC(=O)Nc1ccc(N2CCN(C(=O)c3ccco3)CC2)cc1	9	-1	14	-4	1	-2	-9	-7
COc1ccc(C2C3=C(CC(C)(C)CC3=O)Oc3ncn(CCCn4ccnc4)c(=N)c32)cc1 (stereo not drawn)	-1	-4	21	-10	-1	-3	-9	-5
COc1ccccc1OCC(=O)NCCNC(=O)COc1ccccc1OC	-29	-2	8	-6	-1	11	4	-4
Cc1c(O)c(S(=O)c2ccccc2)c(=O)n(-c2ccccc2)c1-c1ccccc1 (stereo not drawn)	4	4	10	-2	0	8	6	-3
CN(C)Cc1c(C(=O)N/N=C/c2ccc(-c3ccccc3)cc2)nnn1-c1nonc1N	15	-5	0	-5	3	-8	7	-9
Cc1cccc(NC(=O)CSc2nnc(C3CC3)n2CC2CCCO2)c1 (stereo not drawn)	1	4	17	30	1	4	12	-2
Cc1ccccc1C(=O)N1CCC(C(=O)Nc2ccc(C)c(S(=O)(=O)N3CCCCC3)c2)CC1	11	7	3	-21	0	-3	-5	-9
Cc1cccn2c(=O)c3cc(C#N)c(=N)n(CCCN4CCOCC4)c3nc12	0	-1	-488	-13	10	2	8	3
Cc1ccc(Cl)cc1NC(=O)C1CCCN(S(C)(=O)=O)C1 (stereo not drawn)	-3	-8	24	9	0	5	5	-6
O=C(NCc1ccccc1)C(c1cccnc1)N(Cc1ccco1)C(=O)c1ccccn1 (stereo not drawn)	-1	0	18	-4	-1	2	7	-7

Single values from above.
Under HKDC1 inh, COc1cc(NC(=O)CCC(=O)O)nc(OC)n1 is listed with -8
Under Apaf-1 inh, Cc1ccccc1C(=O)N1CCC(C(=O)Nc2ccc(C)c(S(=O)(=O)N3CCCCC3)c2)CC1 is listed with 11

Structures listed so far printed as active in SENP7 inh.
SMILES	PfGluPho inh	SENP6 inh	SENP1 inh	HKDC1 inh	SENP7 inh
Cc1ccc(N/C=C/C(=O)c2cccs2)cc1C	32	88*	-24	-5	83*

This is a random part of the collection; overall some 3.6% were active at least once.
